T cruzi growth = blocks T. cruzi growth in NIH3T3 culture | AID 624255 | T. cruzi beta-gal in NIH3T3, GalScreen luminescence, 90 h | inhibition, % at 8.34 µM | 77,000 tested, 5.9% active;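 active means mean inhibition above about 93%, with at least 55% of replicates each passing it, limit read from the data, passing the limit was not always enough; inconclusive means only one of those two conditions holds; inactive means neither condition holds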
C diff HTS = blocks growth of Clostridium difficile; 86,000 tested, 0.25% active; AID 1259249; Clostridium difficile clinical isolate growth, OD600, 24 h; hits give low values; growth activity, negative = inhibition, % at 16 µg/mL (by protocol);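 active means mean growth activity at or below -80% and every replicate also at or below -80%; inconclusive means mean at or below -80% but some replicate above -80%; inactive means mean growth activity above -80%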;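 further: 0% = DMSO wells and -100% = levofloxacin 16 µg/mL wells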
GASC1 inh = inhibitors of human demethylase GASC-1 KDM4C | Q9H3R0 | GST-KDM4C 2-372, H3K9me3 peptide, LANCE TR-FRET | inhibition, % at 12.5 µM | 96,000 tested, 0.15% active | AID 720574;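 active means mean replicate inhibition above about 25%, with at least 55% of replicates also reaching it, limit read from the data, passing the limit was not always enough; inconclusive means only one of those two conditions met; inactive means neither condition met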
Target sequence (Q9H3R0 2-372 limits assumed): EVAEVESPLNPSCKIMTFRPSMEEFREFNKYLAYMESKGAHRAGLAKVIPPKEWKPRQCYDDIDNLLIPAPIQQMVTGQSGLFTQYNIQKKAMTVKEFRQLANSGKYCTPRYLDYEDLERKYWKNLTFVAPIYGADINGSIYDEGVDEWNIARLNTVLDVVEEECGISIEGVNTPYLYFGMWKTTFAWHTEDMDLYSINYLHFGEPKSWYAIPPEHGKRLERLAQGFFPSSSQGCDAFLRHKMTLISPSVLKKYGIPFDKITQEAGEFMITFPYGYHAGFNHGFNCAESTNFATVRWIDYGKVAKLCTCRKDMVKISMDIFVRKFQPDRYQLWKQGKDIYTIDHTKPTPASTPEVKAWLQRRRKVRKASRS
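System – N-terminal GST-fused human GASC-1 (KDM4C) fragment, residues 2-372 · Input – enzyme final amount 10 nM · Technique – LANCE TR-FRET, Eu antibody, ULight-streptavidin, EDTA, ex 340 nm, em 618/671 nm · Medium – HEPES buffer, pH 7.5, plus ascorbate · Incubation – enzyme reaction 30 min, then detection 60 min, both room temperature · Reagent – H3K9me3 peptide with Fe(II)/2OG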
Pf Dd2 growth = inhibitors of Plasmodium falciparum Dd2 growth; P. falciparum Dd2 growth, SYBR Green, 72 h; hits give low values; activity change, % at 10 µM; 94,000 tested, 2.3% active; AID 1159554; in the data active means activity change below about -80%; inconclusive means no clear call, values can overlap the other calls
Active calls of the source: *; ? = inconclusive; / = not tested or not shown; & = joins results of further samples. An unsorted share of the library (roughly 6.7% active in at least one column).

C diff HTS	Pf Dd2 growth	T cruzi growth	GASC1 inh	Structure
-24	-74	90	0.2	COc1cccc(C#Cc2ccc([C@@H]3[C@@H](CO)N(C(=O)c4ccccn4)[C@H]3C#N)cc2)c1
-7	5	10	-2.1	CN(C[C@H]1[C@@H](c2ccccc2)[C@H](CO)N1C(=O)C1CCC1)C(=O)c1ccccn1
0	1	19	0.1	Cc1ccc(S(=O)(=O)N[C@H]2C=C[C@H](CC(=O)NCc3ccc(Cl)c(Cl)c3)O[C@@H]2CO)cc1
-8	-40	-40	-0.4	CCNC(=O)C[C@@H]1CC[C@@H]2[C@H](COc3ccc(NC(=O)c4ccc5c(c4)OCO5)cc3C(=O)N2C)O1
-1	-4	12	0.5	C[C@H]1CN([C@@H](C)CO)C(=O)Cc2cc(NC(=O)Cn3cnnn3)ccc2O[C@@H]1CN(C)Cc1ccccc1
1	-31	5	-1.0	COCc1cn(CC[C@@H]2CC[C@@H](NC(=O)Nc3ccc(C(F)(F)F)cc3)[C@@H](CO)O2)nn1
2	13	/	0.6	N#C[C@@H]1[C@@H](c2ccccc2-c2cccc(F)c2)[C@H](CO)N1C(=O)C1CCOCC1
15	-11	46	6.2	COc1ccc(S(=O)(=O)Nc2ccc3c(c2)CC(=O)N([C@@H](C)CO)C[C@@H](C)[C@@H](CN(C)Cc2ccc(Oc4ccccc4)cc2)O3)cc1
/	2	-16	-1.3	CN(C)CC(=O)Nc1ccc2c(c1)[C@@H]1C[C@@H](CC(=O)NC3CCCC3)O[C@@H](CO)[C@@H]1O2
-4	6	3	-0.9	C[C@H]1CN([C@@H](C)CO)C(=O)c2cccc(NS(=O)(=O)c3ccccc3)c2O[C@H]1CN(C)Cc1ccncc1
10	?	/	-2.1	C[C@@H]1CCCCO[C@@H](CN(C)S(=O)(=O)c2ccccc2)[C@H](C)CN([C@H](C)CO)C(=O)c2cc(NC(=O)NC3CCCCC3)ccc2O1
1	24	-40	-0.4	C/C=C/c1cnc2c(c1)C(=O)N([C@@H](C)CO)C[C@H](C)[C@H](CN(C)CC1CCOCC1)O2
9	-56	/	-1.2	CN1CCN(C(=O)C[C@H]2CC[C@H]3[C@@H](COC[C@H](O)CN3CC3CCCC3)O2)CC1
1	2	/	2.1	O=C(O)C[C@@H]1CC[C@H](NC(=O)Nc2cc(F)ccc2F)[C@H](CO)O1
-2	32	24	4.3	CC(=O)N(C)C[C@H]1Oc2cc(C#CCN(C)C)ccc2S(=O)(=O)N([C@@H](C)CO)C[C@H]1C
-1	-7	-15	1.5	C[C@@H]1CN([C@@H](C)CO)S(=O)(=O)c2ccc(C#Cc3ccncc3)cc2O[C@@H]1CN(C)C(=O)c1ccncc1
-6	-39	-1	1.5	C[C@@H]1CCCCO[C@H](CN(C)C(=O)Nc2cccc3ccccc23)[C@H](C)CN([C@@H](C)CO)C(=O)c2cc(NS(=O)(=O)c3cn(C)cn3)ccc2O1
-4	-3	/	-0.5	C[C@@H]1CN([C@H](C)CO)C(=O)c2cc(-c3ccccc3)cnc2O[C@H]1CN(C)C(=O)c1cccnc1
14	-57	7	0.6	C[C@@H]1CCCCO[C@@H](CN(C)C(=O)c2ccccc2)[C@@H](C)CN([C@@H](C)CO)C(=O)c2cc(NC(=O)c3ccccc3)ccc2O1
/	31	5	-0.7	CO[C@H]1CN(C)C(=O)c2cc(NS(=O)(=O)c3ccccc3F)ccc2OC[C@@H](C)NC[C@@H]1C
/	-16	-74	13	C[C@H](CO)N1C[C@H](C)[C@H](CN(C)Cc2cccc(F)c2)Oc2ncc(C#CCc3ccccc3)cc2C1=O
3	-28	-17	1.1	COc1ccc(S(=O)(=O)N(C)C[C@@H]2Oc3ccc(NS(=O)(=O)c4c(C)noc4C)cc3C(=O)N([C@H](C)CO)C[C@H]2C)cc1
1	-10	28	2.9	C[C@H]1CN([C@@H](C)CO)C(=O)c2cc(NC(=O)Cn3cnnn3)ccc2O[C@H]1CN(C)CC1CC1
69	-2	61	-0.3	C[C@@H]1CN([C@H](C)CO)C(=O)Cc2cc(NS(=O)(=O)c3cccs3)ccc2O[C@H]1CN(C)Cc1ccc(C(F)(F)F)cc1
23	8	-22	0.6	CCNC(=O)Nc1ccc2c(c1)C(=O)N(C)[C@H]1CC[C@H](CC(=O)NCC3CC3)O[C@H]1CO2
-4	/	21	-0.9	C[C@@H]1CCCCO[C@H](CN(C)C(=O)C2CCCCC2)[C@H](C)CN([C@@H](C)CO)C(=O)c2cc(NC(=O)c3ccncc3)ccc2O1
-2	0	/	-0.4	C[C@@H]1CN([C@H](C)CO)C(=O)c2cccc(NS(=O)(=O)c3ccc(F)cc3)c2O[C@H]1CN(C)C
2	16	12	0.6	C[C@H](NC(=O)C[C@H]1C[C@@H]2c3cc(NC(=O)CN(C)C)ccc3O[C@@H]2[C@H](CO)O1)c1ccccc1
-19	13	73	-0.8	C[C@H](CO)N1C[C@H](C)[C@H](CN(C)CC2CCCCC2)Oc2ccc(NS(=O)(=O)c3ccc(Cl)cc3)cc2CC1=O
0	/	10	1.2	O=C([C@@H]1[C@@H](CO)[C@@H]2Cn3c(ccc(-c4ccccc4F)c3=O)[C@@H]2N1CC1CC1)N1CCCCC1
14	-82*	72	0.0	C[C@@H]1CN([C@@H](C)CO)C(=O)c2cc(NC(=O)CCCCCC(=O)Nc3ccccc3N)ccc2O[C@@H](C)CCCCO[C@@H]1CN(C)C(=O)Nc1ccc(C(F)(F)F)cc1
2	-15	25	2.7	CC(C)CC#Cc1cnc2c(c1)C(=O)N([C@H](C)CO)C[C@H](C)[C@H](CN(C)Cc1ccccn1)O2
3&7	-49&-44	/	-1.4	Cc1ccc(S(=O)(=O)N(C)C[C@H]2Oc3cc(C#Cc4ccccc4)ccc3S(=O)(=O)N([C@H](C)CO)C[C@@H]2C)cc1
/	-11	23	0.0	C/C=C/c1ccc2c(c1)O[C@@H](CN(C)C(=O)C1CCC1)[C@H](C)CN([C@@H](C)CO)S2(=O)=O
1	7	-19	2.2	Cc1ccc(S(=O)(=O)N[C@H]2C=C[C@H](CC(=O)NCCCN(C)C)O[C@@H]2CO)cc1
15	-87*	121*	4.9	CCCC#Cc1ccc2c(c1)O[C@@H](CN(C)Cc1ccncc1)[C@H](C)CN([C@@H](C)CO)S2(=O)=O
35	-43	/	1.0	COCC(=O)N1CC(=O)N2[C@H](CO)[C@@H](c3ccc(C#CCc4ccccc4)cc3)[C@@H]2C1
0	5	/	2.6	O=C(O)C[C@H]1C[C@H]2c3cc(NS(=O)(=O)c4ccc(F)cc4)ccc3O[C@H]2[C@@H](CO)O1
-2	16	10	1.3	C[C@H]1CN([C@@H](C)CO)C(=O)c2cc(C#CCN(C)C)cnc2O[C@H]1CN(C)C(=O)c1cnccn1
2	19	9	3.1	C[C@H]1CCCCO[C@H](CN(C)C(=O)Cc2ccccc2)[C@@H](C)CN([C@@H](C)CO)C(=O)c2cc(NS(C)(=O)=O)ccc2O1
/	/	-41	-1.1	CO[C@@H]1CN(C)C(=O)c2ccc(NC(=O)C3CCC3)cc2OC[C@H](C)N(C)C[C@H]1C
1	-22	-26	0.3	COc1ccccc1-c1cn(CC[C@H]2CC[C@H](NC(=O)Cc3ccccn3)[C@@H](CO)O2)nn1
5	/	-9	-0.5	O=C([C@H]1N[C@H]2c3ccc(-c4ccccc4F)c(=O)n3C[C@H]2[C@@H]1CO)N1CCc2ccccc2C1
2	-23	83	11	C[C@H](CO)N1C[C@H](C)[C@H](CN(C)C(=O)C2CCCCC2)OCCCC[C@H](C)Oc2ccc(NC(=O)NC3CCCCC3)cc2C1=O
/	5	56	-1.3	C[C@H]1CN([C@@H](C)CO)C(=O)c2cc(NS(C)(=O)=O)ccc2O[C@H]1CN(C)S(=O)(=O)c1cccs1
3	-1	-26	0.4	COc1cccc(NC(=O)N[C@H]2CC[C@H](CC(=O)N3CCOCC3)O[C@@H]2CO)c1
-2	-58	-23	2.0	CCCc1cn(CC[C@H]2CC[C@@H](NC(=O)Nc3ccc4c(c3)OCO4)[C@@H](CO)O2)nn1
/	-51	83	-1.3	C[C@H](CO)N1C[C@H](C)[C@@H](CN(C)C(=O)C2CCC2)Oc2cc(-c3ccc(F)cc3)ccc2S1(=O)=O
7	-9	/	-0.9	CCC(=O)N[C@@H]1CC[C@H](CC(=O)NCC2CC2)O[C@H]1CO
-8	22	/	-0.5	COc1ccc2c3c([nH]c2c1)[C@H](CO)N(C(=O)CN(C)C)CC31CN(C(=O)c2ccncc2)C1
-2	-78	42	-2.5	Cc1ccc(S(=O)(=O)N(C)C[C@H]2Oc3ccc(NC(=O)Cc4ccccc4)cc3C(=O)N([C@H](C)CO)C[C@@H]2C)cc1
3	-62	/	-0.7	COc1cccc(C#Cc2ccc([C@H]3[C@@H](CO)N4C(=O)CN(S(=O)(=O)c5ccccc5C)C[C@H]34)cc2)c1
3	-21	84	-0.3	COc1ccc(S(=O)(=O)Nc2ccc3c(c2)C(=O)N([C@@H](C)CO)C[C@@H](C)[C@H](CN(C)Cc2ccc(C(F)(F)F)cc2)O3)cc1
1	-89*	/	0.2	C[C@@H]1CN([C@@H](C)CO)C(=O)c2c(c3ccccc3n2C)-c2ccccc2CO[C@@H]1CN(C)S(=O)(=O)c1ccc(C(F)(F)F)cc1
3	1	-12	0.3	CNC[C@H]1Oc2ccc(NS(=O)(=O)c3ccc(C)cc3)cc2CC(=O)N([C@H](C)CO)C[C@@H]1C
-4	-22	94	0.4	C[C@@H]1CN([C@H](C)CO)C(=O)c2cc(NC(=O)c3ccncc3)ccc2O[C@@H](C)CCCCO[C@@H]1CN(C)Cc1ccccc1
6	-9	34	-2.6	C[C@H](NC(=O)C[C@H]1C[C@H]2c3cc(NC(=O)CC4CC4)ccc3O[C@H]2[C@@H](CO)O1)c1ccccc1
4	12	50	3.3	C[C@@H]1CCCCO[C@H](CN(C)C(=O)CCCN(C)C)[C@@H](C)CN([C@@H](C)CO)C(=O)c2cc(NC(=O)Nc3ccc4c(c3)OCO4)ccc2O1
-6	-38	/	0.0	O=C(c1ccccc1)N1CC(=O)N2[C@H](C1)[C@@H](c1ccc(C#Cc3ccccc3)cc1)[C@@H]2CO
/	16	21	-1.9	CN1CCN(C(=O)C[C@H]2C[C@H]3c4cc(NC(=O)NC5CCCCC5)ccc4O[C@H]3[C@H](CO)O2)CC1

Remaining list, next part:
C diff HTS	Pf Dd2 growth	T cruzi growth	GASC1 inh	Structure
-3	/	3	1.2	CN1CCN(C(=O)C[C@@H]2CC[C@@H]3[C@@H](COc4ccc(NC(=O)C5CCOCC5)cc4C(=O)N3C)O2)CC1
6	-78	/	-0.2	COc1ccc2c3c(n(C)c2c1)[C@H](CO)N(Cc1nccs1)CC31CN(C(=O)CN(C)C)C1
/	-8	-18	-1.3	COc1ccc(-c2cn(CC[C@@H]3CC[C@@H](NC(=O)CCN4CCCCC4)[C@H](CO)O3)nn2)cc1
/	-84*	91	-0.8	Cc1cccc(S(=O)(=O)N(C)C[C@H]2OCc3ccccc3-c3c(n(C)c4ccccc34)C(=O)N([C@H](C)CO)C[C@H]2C)c1
-3	-24	107*	-7.1	CS(=O)(=O)N1[C@H](C#N)[C@@H](c2ccc(C#CC3CC3)cc2)[C@@H]1CO
0	-2	/	1.3	C[C@H]1CN([C@@H](C)CO)C(=O)Cc2cc(NC(=O)Nc3ccccc3)ccc2O[C@H]1CN(C)S(C)(=O)=O
1	-12	/	1.2	C[C@H]1CN([C@@H](C)CO)C(=O)Cc2cc(NC(=O)Cc3cn(C)c4ccccc34)ccc2O[C@H]1CN(C)C
-1	/	52	1.5	CN(C)C(=O)[C@@H]1[C@@H](CO)[C@@H]2Cn3c(ccc(C4=CCCC4)c3=O)[C@H]1N2C(=O)Nc1ccccc1
